# Compound activity as filed in PubChem.
# TCR activator = Activators of T cell receptors: qHTS campaign | primary human leukocytes, anti-CD3, IL-2 HTRF, 48 h | Potency, µM (titrated, usually from 9.22 µM), without a hit: at the highest dose activation of IL-2 secretion, hits mostly activators | 330,000 tested, under 10 active | AID 504894, 2011; note: % of control where 0% means no effect
#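 IL-2 release read by HTRF sandwich (Eu cryptate donor, d2 acceptor, 665 nm emission) after 48 hr exposure of primary human leukocytes to compound together with anti-CD3 beads in the absence of co-stimulatory signals.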
# Coupling enz = qHTS Assay for Inhibitors of Fructose-1,6-bisphosphate Aldolase from Giardia Lamblia: Coupling assay counterscreen; coupling enzyme system counterscreen, AmpLite Red fluorescence; AID 2472, 2010; activity change, negative = inhibition, % at 58.2 µM, hits read low; 290,000 tested, 0.67% active; in the data active = activity change below about -30%; note: % is set by controls: 0 for no effect and ±100 for the full control effect
#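 Activity here indicates interference with the coupling reaction, not aldolase inhibition. Compounds at 57.5 uM final met coupling enzymes for 10 min at RT; substrate and AmpLite Red detection followed, with a 525/598 nm fluorescence read after 20 min.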
# TSHR antag = Antagonists of the Thyroid Stimulating Hormone Receptor: HTS campaign; Thyrotropin receptor (Homo sapiens), P16473; TSHR-expressing cells, TSH-stimulated cAMP HTRF, 2 h; stronger effect = lower value; activity change, negative = inhibition, % at 11.5 µM; 330,000 tested, 0.2% active; AID 504810, 2011;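 active = activity change below a set negative limit, meaning inhibition stronger than a set level, cut at about -70% in these data; inconclusive = activity change between two set negative limits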; note: % is set by controls: 0 for no effect and ±100 for the full control effect
#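 Antagonism was scored as loss of TSH-driven cAMP in TSHR cells, stimulated with 4nM TSH (EC80) for 2 hours at 37 deg C and detected by homogeneous HTRF competition immunoassay.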
# KCNH2 WT inh = qHTS for Inhibitors of KCHN2 3.1: Wildtype qHTS; U2OS, BacMam KCNH2, thallium flux FluxOr; stronger effect = lower value; AID 720551, 2013; Voltage-gated inwardly rectifying potassium channel KCNH2 (Homo sapiens), Q12809; activity change, % at 1.84 µM; 340,000 tested, 0.37% active;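 active = maximum activity change below -70%; inconclusive = maximum activity change between -70% and -50%; inactive = maximum activity change above -50%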; note: % is set by controls: 0 for no effect and ±100 for the full control effect
#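 U2OS cells were transduced with wild-type KCNH2 virus (2.03 x 10^8 / mL) for 4 h at room temperature, then cultured overnight at 37 C. Thallium flux was read with FluxOr dye. Rate constants were normalized to DMSO controls.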
# BCR signal inh = qHTS Assay to Find Inhibitors of Chronic Active B-Cell Receptor Signaling; ABC-DLBCL IkBa-CBG/CBR reporter, luminescence ratio, 4 h; Potency, µM (titrated, usually from 46.1 µM), inactives show at the highest dose ratio change, negative = lower green/red ratio, usual class: inhibitors; 340,000 tested, 0.05% active; active = well fitted inhibition curve with a large enough effect in the signal ratio, with a control signal flat, not every such curve was filed as active; inconclusive = small, poorly fitted or top-dose-only effect, or effect the other way, or a change in a side signal; the % refers to the signal ratio;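 note: potency is the fitted concentration of half-maximal effect; plate controls were basal doxycycline-induced cells for no effect and cells given 10 µM MG132 for full effect; MG132 reads +100%, hits lower the ratio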
#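 Compounds up to 46 uM were incubated four hours with TMD8 cells whose green CBG68 luciferase is fused to IkappaBalpha; red CBR luminescence normalised the signal, and concentration-effect curves were fitted to fusion, red and ratio data.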
# GALK inh = qHTS Assay for Inhibitors of Human Galactokinase (GALK) | 270,000 tested, 0.007% active | Potency, µM (highest dose often 57.5 µM), for the others: top-dose activity change, negative = inhibition, usual class: inhibitors | Purified GALK, Kinase-Glo residual ATP luminescence | P51570; note: potency is the fitted concentration of half-maximal effect; % is set by controls: 0 for no effect and ±100 for the full control effect
# Target sequence (P51570 whole entry, looked up): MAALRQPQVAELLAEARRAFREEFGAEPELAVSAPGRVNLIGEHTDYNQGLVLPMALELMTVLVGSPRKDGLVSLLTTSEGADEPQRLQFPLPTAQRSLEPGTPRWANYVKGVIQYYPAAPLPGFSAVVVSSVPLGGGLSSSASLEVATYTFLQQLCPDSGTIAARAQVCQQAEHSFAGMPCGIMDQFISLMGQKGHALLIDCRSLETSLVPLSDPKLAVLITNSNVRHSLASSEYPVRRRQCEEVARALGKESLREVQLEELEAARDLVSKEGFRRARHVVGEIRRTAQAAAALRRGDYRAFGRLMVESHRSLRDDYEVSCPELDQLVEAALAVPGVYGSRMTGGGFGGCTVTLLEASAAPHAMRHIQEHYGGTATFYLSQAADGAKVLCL
#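 Luminescence from leftover ATP (Ultra-Glo luciferase/luciferin) served as read-out after a 1 h room-temperature reaction of 5 nM GALK with 35 uM ATP and 100 uM galactose.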
# Tb PFK inh = qHTS Assay to Find Inhibitors of T. brucei phosphofructokinase. AID 485367, 2010. T. brucei PFK, ADP-Glo luminescence. ATP-dependent 6-phosphofructokinase (Trypanosoma brucei brucei), O15648. 330,000 tested, 0.17% active. Potency, µM (top dose mostly 57.5 µM), without a hit: at the top dose activity, negative = inhibition, most hits filed as inhibitors;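 note: potency is the fitted concentration of half-maximal effect; 0% = uninhibited 1x PFK enzyme wells and -100% = no-enzyme wells; nearly all actives have a fitted effect of over 60% in size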
# Target sequence (O15648 whole entry, looked up): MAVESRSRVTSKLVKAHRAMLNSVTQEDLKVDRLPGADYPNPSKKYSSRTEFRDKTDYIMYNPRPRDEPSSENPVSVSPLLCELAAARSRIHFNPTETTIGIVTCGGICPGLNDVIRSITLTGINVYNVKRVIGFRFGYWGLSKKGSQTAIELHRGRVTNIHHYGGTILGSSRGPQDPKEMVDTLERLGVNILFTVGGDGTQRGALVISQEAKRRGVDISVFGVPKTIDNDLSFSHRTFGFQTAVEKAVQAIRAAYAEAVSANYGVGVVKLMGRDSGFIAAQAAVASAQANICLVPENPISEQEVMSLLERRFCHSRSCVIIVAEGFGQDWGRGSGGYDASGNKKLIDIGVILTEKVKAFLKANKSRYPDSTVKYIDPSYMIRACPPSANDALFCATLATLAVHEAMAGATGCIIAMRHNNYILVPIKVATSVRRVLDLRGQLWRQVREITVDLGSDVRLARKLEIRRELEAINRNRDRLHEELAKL
#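 Luminescent ADP detection (ADP-Glo, two-step: ATP depletion then ADP-to-ATP conversion for luciferase) reported PFK activity after 45 min room-temperature reaction of 1.25 nM enzyme with 0.5 mM F6P and 0.1 mM ATP at pH 8.0.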
# AT treatment = qHTS Assay for Identifying a Potential Treatment of Ataxia-Telangiectasia | […] A-T fibroblasts, KAP-1 phosphorylation AlphaLISA; neocarzinostatin DNA damage 30 min before lysis | Potency, µM (top dose mostly 57.5 µM), without a hit: at the highest dose activation, most hits filed as activators | 320,000 tested, 0.19% active | AID 485349, 2010; note: potency is the fitted concentration of half-maximal effect; % of control where 0% means no effect; nearly all actives have a fitted effect of over 45% in size
#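 ATM-like activity read as KAP-1 phosphorylation via AlphaLISA donor/acceptor antibody pairs after lysis and 6 hr at 25C. Cells were ATM-null patient fibroblasts ([…], hTERT), dosed 60 min, then exposed to the DSB inducer NCS for 30 min.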
# CXXC DNA block = qHTS Fluorescence Polarization Assay for Inhibitors of MLL CXXC domain - DNA interaction. MLL-CXXC / FITC-HOXA9 DNA fluorescence polarization. Potency, µM (series often up to 115 µM), for inactives: at the highest dose activity change, negative = inhibition, usual class: inhibitors. 290,000 tested, 0.037% active. AID 2662, 2010; active = well fitted inhibition curve with a large enough effect in the polarisation, with a control signal flat, not every such curve was filed as active; inconclusive = small, poorly fitted or top-dose-only effect, or effect the other way, or a change in a side signal; inactive = no such curve, though single readings can be large or run the other way; the % refers to the polarisation; note: potency is the fitted concentration of half-maximal effect
#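 Steps: dispense CXXC domain solution (7 uM) → pin compounds or unlabeled HOX-A9 DNA control → 5 min ambient → add FLSN-HOX-A9 solution (50 nM) → spin → 30 min ambient → fluorescence polarization. Tris pH 7.5/NaCl/DTT/BSA buffer.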
# Giardia killer = Small Molecules that selectively kill Giardia lamblia: qHTS | Giardia lamblia trophozoite viability | activity change, % at 7.66 µM, hits read low | 340,000 tested, 0.15% active | AID 540267, 2011; in the data active = activity change below about -80%; inconclusive = between about -30% and that limit;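 note: parasites exposed to compound for two days anaerobically before the ATP read; % is set by controls: 0 for no effect and ±100 for the full control effect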
#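 Anaerobic 48 hrs incubation at 37 deg C of 100 trophozoites/well with test compounds; ATPLite 1-Step luminescence, 15-30 min RT, reports cellular ATP as viability.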
# * marks the source's active call; other numbers are inactive results; ? = inconclusive; . = not tested or not shown; [ ] = another dose, or the depositor's remark. Unless noted, calls come from the whole dose curve; as a rule, active = well fitted curve in the direction sought with a large enough effect; inconclusive = small, poorly fitted or top-dose-only effect, or another doubt; inactive = no such curve, though single readings can be large; an effect the other way counts as inactive or inconclusive.
# Order of values: GALK inh, KCNH2 WT inh, AT treatment, Tb PFK inh, CXXC DNA block, Giardia killer, TSHR antag, Coupling enz, TCR activator, BCR signal inh
- COc1cc(OC)cc(C(=O)N2CCN(S(C)(=O)=O)CC2)c1
 : 3%, 5, 1%, -3%, 3%, -6, -3, 4, -1%, 0%
- O=C(NCC1CCCO1)c1cc2cc(F)ccc2[nH]1 (stereo not drawn)
 : -2%, -8, 5%, -22%, 10%, 7, 25, -2, -6%, -10%
- CC(=O)OC1CC(C)(C)N(OC(=O)c2ccccc2)C(C)(C)C1
 : -1%, -4, 2%, 0%, -2%, 7, -4, -3, -8%, 5%
- COc1ccc(OC)c(NC(=O)COC(=O)CCNc2ccccc2OC)c1
 : ., -4, 3%, -6%, ., -11, -14, ., 1%, -4%
- CC(C)CCOCc1nc2sc3c(c2c(=O)[nH]1)CCC(C)C3 (stereo not drawn)
 : 0%, 2, 0%, 4%, 9%, -6, 15, -5, 0%, ?
- COC(=O)c1sccc1NC(=O)c1ccc(C#N)cc1
 : ., 10, 6%, -10%, -11%, -22, 1, 0, -5%, 4%
- Cc1ccc(N2CC(C(=O)Nc3nc4ccc(S(C)(=O)=O)cc4s3)CC2=O)cc1 (stereo not drawn)
 : 1%, 0, 5%, ?, -11%, 3, 29, 0, -6%, ?
- Cn1c(=O)cc(OCCCC(=O)Nc2cccnc2)c2ccccc21
 : 3%, -8, 5%, -2%[0.46 µM], -3%, 3, 5, 0, 9%, -5%
- CCOC(=O)C1C2C=CC3(CN(C4CCCC4)C(=O)C13)O2 (stereo not drawn)
 : -2%, -3, -2%, -6%, -4%, -2, 2, 3, 5%, 6%
- Cc1ccc(Nc2nc(N)nc(CSc3nccn3C)n2)c(C)c1
 : -5%, -5, 0%, 0%, 4%, 18, -9, 0, 1%, 6%
- O=C(Nc1ccnn1C1CCN(Cc2ccccc2OC(F)F)CC1)c1cccnc1
 : -5%, 4, 7%, -1%, 1%, 0, 2, 3, 1%, 0%
- COc1ccc(-n2nc(C(=O)NCC(=O)NCCC3=CCCCC3)c3ccccc3c2=O)c(OC)c1
 : -5%, 0, 4%, 4%, 1%, 3, -9, 1, -2%, 5%
- Cc1cc(C(=O)NC2CCCc3c2cnn3-c2cccc(C)c2C)n(C)n1 (stereo not drawn)
 : -9%, 3, -5%, 0%, -3%, 0, -44, 0, -10%, 1%
- O=C(COC(=O)CN1C(=O)C2CCCCC2C1=O)Nc1c(Cl)cccc1Cl (stereo not drawn)
 : ., -3, -8%, 0%, ., -7, -10, ., 7%, 4%
- COc1ccc(S(=O)(=O)N2CCC(C(=O)N3CCCC3)CC2)cc1C
 : 14%, -17, -1%, 1%, -1%, 8, 0, 2, -2%, 1%
- Cc1ccc(CC2S/C(=C(/C#N)C(=O)NCc3ccco3)N(c3ccccc3)C2=O)cc1 (stereo not drawn)
 : 3%, 8, 6%, -3%, -1%, 7, -12, 3, 10%, 5%
- CN(C)n1cnc2ccsc2c1=O
 : 1%, -3, 1%, 0%, 7%, 15, 2, 2, -3%, ?
- Cn1cnc(S(=O)(=O)Nc2cc(-c3ccc(Cl)cc3)nn2C)c1
 : 8%, -1, -5%, 3%, 6%, 8, -4, 11, -4%, -17%
- CC(=O)c1ccc(S(=O)(=O)N(CCCO)Cc2cc3cc(C)ccc3[nH]c2=O)cc1
 : -2%, -3, 5%, -9%, 2%, 10, 5, -2, -8%, -2%
- Cc1ccc(C(C)(C)C)cc1S(=O)(=O)N1CCC(C(=O)N2CCN(c3ccc(O)cc3)CC2)CC1
 : ., -3, 5%, -8%, ., -12, ?, ., -1%, ?
- Cc1ccoc1C(=O)Nc1ccc(CC(=O)O)cc1
 : -1%, 3, 0%, -1%, 0%, -18, -2, 0, 0%, ?
- O=C1OCCN1C(=O)[C@H]1[C@H](c2ccccc2)C(c2ccccc2)=NN1c1ccccc1
 : ., -4, 13%, 1%, ., -19, 98, -2, 0%[46.1 µM], -2%
- CCOC(=O)C1=C(C)Nc2nc3ccccc3n2C1c1ccc(O)cc1 (stereo not drawn)
 : -3%, 9, -4%, 1%, 1%, -12, -5, 3, -2%, -2%
- O=C(Nc1cc(Cl)ccc1Oc1ccccc1)c1cnccn1
 : 0%, 15, -1%, 5%, 8%, -24, 6, 4, 9%, -5%
- Cc1ccc(NC(=O)c2c(C(F)(F)F)nn(C)c2Cl)cc1C
 : 0%, -5, 2%, -2%, 2%, 0, 7, -1, 3%, 0%
- O=C(Nc1ccc(S(=O)(=O)NC2=NCCCCC2)cc1)c1ccc(Cl)cc1Cl
 : ., -11, 1%, -10%, ., -14, -7, ., 1%, 6%
- CC[n+]1c(C)cc2c(sc3ccccc32)c1C
 : 7%, -15, 3%, 4%, 5%, 12, -7, -5, -3%, 8%
- O=C(CSCc1ccc([N+](=O)[O-])cc1)Nc1ccccc1C(=O)O
 : -1%, -5, 2%, 2%, 4%, 6, -10, 0, -4%, 4%
- CCCCCCCCC(=O)Nc1cc(C)ccc1OC
 : -1%, 0, 16%, 0%, -4%, 6, -19, 0, 2%[46.1 µM], 7%
- Cc1ccc2c(c1)CCCN2C(=O)c1cc(C)c(C)s1
 : ., -2, 17%, 0%, ., 5, -10, ., 0%, 0%
- CCN(c1cccc(C)c1)S(=O)(=O)c1cccc2nsnc12
 : -4%, 3, 6%, 5%, 1%, 4, 15, -11, 1%, 7%
- CC(C)n1c(=O)c2c(O)cc(=O)oc2c2ccccc21
 : -3%, 6, 4%, -1%, 1%, -21, -12, 3, 2%, 8%
- COC(=O)/C=C1/SC(=Nc2ccc(Cl)c(Cl)c2)NC1=O
 : -7%, -5, 3%, 0%, -21%, -13, -16, 8, 5%, -14%
- O=C(CSc1nnc2ccc(-c3ccccn3)nn12)Nc1ccccc1
 : ., -3, 1%, 3%, ., 2, 7, ., -1%, 13%
- Oc1cccc(/C=N/NC(=S)NCCN2CCOCC2)c1O
 : 9%, -3, -6%, -14%, ?, -2, -5, -34*, 5%, ?
- Cc1ccccc1SCC(=O)NCCCn1ccnc1
 : 0%, 3, -5%, -1%, 24%, -21, 7, 1, -2%, -1%
- CCCCCCNCc1cccc(Br)c1
 : -2%, 20, 6%, ?, 8%, 0, 17, ., 2%, -4%
- CCOC(=O)C1CCN(C(=O)c2oc3ccc4c(c3c2C)C(O)CC2(CCCCC2)O4)CC1 (stereo not drawn)
 : -4%, -25, -8%, -1%, 0%, 14, -11, 0, 1%, 7%
- CCc1ccc(NC(=O)CS(=O)CC(=O)Nc2ccc(-n3cnnn3)c(C)c2)cc1 (stereo not drawn)
 : 7%, -6, 2%, ?, -3%, 17, 6, 7, 0%, 0%
- O=C1NC(C(=O)O)=CC(c2ccc([N+](=O)[O-])cc2)N1 (stereo not drawn)
 : 7%, -12, -5%, -10%, -13%, 22, 4, -1, -1%, -1%
- O=C(CCCC(=O)c1ccc(O)cc1)c1ccc(O)cc1
 : ., 4, -3%, 0%, ., 5, -8, ., -15%, -11%
- CCN(CC)S(=O)(=O)c1ccc2c(c1)c(=O)c(C(=O)NCCCN(C)c1ccccc1)cn2C
 : -7%, 6, -2%, 9%, 8%, -5, 0, 0, 7%, 0%
- O=C(NCc1ccccn1)c1nnc(Cc2ccc(Cl)cc2)o1
 : ., 7, 1%, -2%, 4%, -21, -3, -1, 7%, 0%
- COCCCNC(=O)Cn1ncc2ccsc2c1=O
 : 3%, -2, 6%, 6%, 8%, 10, 0, 1, -1%, 3%
- Cc1cccc(C(=O)N2CCC(=O)N(C(COCc3ccccc3)Cc3ccccc3)CC2)c1 (stereo not drawn)
 : ., ., 1%, 8%, 5%, -21, -9, 0, 0%, -2%
- COc1ccc2cc(C3(C)NC(=O)N(CC(=O)N4CCCCC4)C3=O)ccc2c1 (stereo not drawn)
 : ., -6, 3%, -2%, ., 11, -4, ., -2%, -6%
- C/C(=N\NC(=O)CCC(=O)Nc1ccccc1)c1cccs1
 : 0%, 11, -3%, -1%, -2%, 8, 21, 0, 5%[46.1 µM], ?
- O=C(CSc1nnnn1C1CCCCC1)NCc1ccco1
 : -1%, -11, 2%, 0%, -9%, -10, -9, -1, -3%, -5%
- CCOc1ccc(S(=O)(=O)NCCC(=O)NCc2ccco2)cc1
 : 2%, 2, ., ., 14%, -13, ., 2, 6%, .
- CCOC(=O)n1c(=O)n(Cc2ccccc2Cl)c2ccccc21
 : 0%, -6, 6%, -6%, 2%, 29, 0, 3, 6%, -2%
